ATG4B inhibitor: inhibitors of human ATG4B cysteine protease; ATG4B cleavage of LC3-PLA2, NBD-HPC fluorescence, 1 h; inhibition, % at 8.33 µM; 0.51% of 340,000 active; AID 504462; in the data active = inhibition above about 40%
mIAP inh: blocks mouse intestinal alkaline phosphatase | 0.2% of 330,000 active | purified mouse IAP, CDP-Star luminescence, 30 min | inhibition, % at 10 µM | AID 2806;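 active = inhibition of at least 40% at 10 µM in the primary screen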;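 note: plate controls were DMSO with enzyme for no effect and no enzyme wells for full effect; values of inactives mirror those of a sister screen read the other way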
mIAP activ: increases mouse intestinal alkaline phosphatase activity. muIAP, CDP-Star luminescence, 30 min; stronger effect = higher value; 1 = vehicle-only enzyme signal, 0 = enzyme-free wells. activation factor at 10 µM. 0.24% of 330,000 active. AID 2805;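 active = activation factor of at least 2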; note: the source names both 10 and 20 µM as test concentration; values of inactives mirror those of a sister screen read the other way
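System: Mouse IAP enzyme | Also added: CDP-Star substrate | Dosing: Compounds dispensed in DMSO | Schedule: 30 min enzyme-substrate-compound incubation at room temperature | Technique: Chemiluminescence readout | Control set: DMSO-only wells and no-enzyme negative control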
TIM10 inh: growth inhibitors of TIM10 yeast strain; S. cerevisiae TIM10 strain growth, BacTiter-Glo luminescence, 24 h; inhibition, % at 10 µM; 1.4% of 330,000 active;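 active = inhibition of 40% or more at the single tested concentration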;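 note: wild-type TIM10 isogenic control strain grown at permissive 25 °C; 0% = DMSO yeast wells and 100% = minimal medium wells without yeast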
NLRP3 yeast inh: blocks the NALP3 inflammasome reconstituted in yeast | AID 2825 | inhibition, % at 10 µM | 0.39% of 330,000 active | Yeast reconstituted NLRP3/ASC/caspase-1, beta-gal luminescence, 24 h;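 active = inhibition of 50% or more; inactive = inhibition below 50%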;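 note: plate controls were induced DMSO wells for no effect and uninduced yeast grown without galactose for full effect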
hIAP activ: human IAP activation. activation factor at 10 µM. 0.16% of 330,000 active. P09923. purified human IAP, CDP-Star luminescence, 30 min; stronger effect = higher value; 1 = vehicle-only enzyme, 0 = enzyme-free background;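 active = activation factor of the enzyme at least 2-fold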; note: the source names both 10 and 20 µM as test concentration; values of inactives mirror those of a sister screen read the other way
hIAP block: human IAP inhibition; 0.12% of 330,000 active; inhibition, % at 10 µM; purified IAP, CDP-Star luminescence, 30 min; P09923;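 active = inhibition reaching a set limit with compound at 10 µM in the primary screen, cut at about 35% in these data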;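 note: plate controls were DMSO wells with enzyme for no effect and no-enzyme buffer wells for full effect; values of inactives mirror those of a sister screen read the other way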
tim10-1 inh: tim10-1 yeast growth inhibition; S. cerevisiae tim10-1 ts strain growth, BacTiter-Glo, 24 h; inhibition, % at 20 µM; 2.2% of 330,000 active; AID 463190;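 active = inhibition of at least 40%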;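 note: mutant grown at 25 °C; 0% = DMSO wells with yeast and 100% = wells holding no yeast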
Apaf-1 inh: blocks human Apaf-1 apoptosome activity; reconstituted apoptosome caspase-3 activity, DEVD-Rh110 fluorescence; inhibition, % at 20 µM; 0.71% of 330,000 active; AID 489030; active = inhibition of at least 40% at 20 µM;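 note: plate controls were DMSO wells for no effect and DEVD-CHO caspase inhibitor wells for full effect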
Target sequence (O14727 whole entry, looked up): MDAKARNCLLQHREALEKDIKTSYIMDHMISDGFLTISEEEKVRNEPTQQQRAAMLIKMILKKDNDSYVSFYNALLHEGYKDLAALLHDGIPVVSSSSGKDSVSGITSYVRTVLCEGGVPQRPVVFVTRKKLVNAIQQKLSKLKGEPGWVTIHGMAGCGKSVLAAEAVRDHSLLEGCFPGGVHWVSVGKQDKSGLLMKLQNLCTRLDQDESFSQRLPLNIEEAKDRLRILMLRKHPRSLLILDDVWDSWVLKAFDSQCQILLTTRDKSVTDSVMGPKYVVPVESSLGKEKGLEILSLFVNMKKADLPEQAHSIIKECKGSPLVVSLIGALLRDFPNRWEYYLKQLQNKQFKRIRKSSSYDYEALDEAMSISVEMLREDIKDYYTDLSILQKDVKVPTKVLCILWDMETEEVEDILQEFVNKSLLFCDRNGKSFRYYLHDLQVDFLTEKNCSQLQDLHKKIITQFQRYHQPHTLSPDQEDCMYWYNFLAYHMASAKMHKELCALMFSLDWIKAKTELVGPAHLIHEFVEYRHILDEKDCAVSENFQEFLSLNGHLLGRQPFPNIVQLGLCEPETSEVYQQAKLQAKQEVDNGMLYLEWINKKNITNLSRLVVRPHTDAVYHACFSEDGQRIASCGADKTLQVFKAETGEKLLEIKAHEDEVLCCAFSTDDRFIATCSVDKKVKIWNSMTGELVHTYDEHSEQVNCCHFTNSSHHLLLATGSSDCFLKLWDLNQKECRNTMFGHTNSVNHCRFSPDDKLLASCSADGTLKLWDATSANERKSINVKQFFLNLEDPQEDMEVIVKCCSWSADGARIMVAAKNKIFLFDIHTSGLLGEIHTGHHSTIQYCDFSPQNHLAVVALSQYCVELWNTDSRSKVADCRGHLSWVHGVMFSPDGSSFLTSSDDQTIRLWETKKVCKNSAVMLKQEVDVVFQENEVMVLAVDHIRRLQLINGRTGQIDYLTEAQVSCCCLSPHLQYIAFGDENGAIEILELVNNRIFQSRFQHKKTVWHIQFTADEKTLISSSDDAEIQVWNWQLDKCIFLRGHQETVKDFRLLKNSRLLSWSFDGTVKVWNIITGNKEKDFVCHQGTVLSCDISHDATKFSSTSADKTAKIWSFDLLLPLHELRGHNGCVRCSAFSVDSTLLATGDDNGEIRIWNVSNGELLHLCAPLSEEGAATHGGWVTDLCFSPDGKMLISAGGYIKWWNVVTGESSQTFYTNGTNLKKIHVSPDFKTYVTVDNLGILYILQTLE
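Medium: Hepes buffer, pH 7.5 / System: biochemical Apaf-1 apoptosome reconstitution / Measured by: Rh110 fluorescence, excitation 480 nm, emission 540 nm / Times: compound with Apaf-1, dATP, procaspase-3 30 min, then 50 min reaction, room temperature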
Starred values were filed as active, the others as inactive; & = joins results of further samples.

smiles	ATG4B inhibitor	mIAP inh	mIAP activ	TIM10 inh	NLRP3 yeast inh	hIAP activ	hIAP block	tim10-1 inh	Apaf-1 inh
CN1C2CCC1CC(OC(=O)c1c[nH]c3ccccc13)C2 (stereo not given)	-0.3&1.3	-12.8&-3.8	1.13&1.04	7.7&6.1	9.5&2.8	1.14&1.17	-14.0&-16.8	0.8&-4.1	-2.6&-32.3
CSc1ccccc1-n1nnnc1SCC(=O)Nc1cc(C)ccc1C	1.0	-0.4	1	19.1	10.8	0.858	14.2	26.4	-0.2
COC(=O)CCS(=O)(=O)c1ccc(Cl)cc1	-1.1	-0.6	1.01	0.2	4.3	1.07	-6.9	2.2	-16.9
Cc1ccc(NC(=O)C2CCN(S(=O)(=O)c3ccc(F)cc3)CC2)cc1	5.5	-1.9	1.02	3.6	10.0	1.24	-24.3	21.4	1.9
Cn1ccnc1C(OC(=O)c1ccccc1)C(F)(F)F (stereo not given)	-4.0	-2.3	1.02	-2.6	19.3	0.892	10.8	2.5	0.7
COc1ccc(-c2cn[nH]c2-c2ccc(OC)cc2O)cc1	-1.5	-13.2	1.13	-17.5	-0.3	1.73	-73.4	1.2	10.5
Cc1cccc(Nc2nc(-c3ccc4c(c3)OCCO4)cs2)c1	16.1	11.7	0.883	27.9	7.7	0.796	20.4	30.6	4.6
Cc1cc(C)c(NC(=O)c2c[nH]c(=S)n2-c2ccc(F)cc2)c(C)c1	-1.3	-18.0	1.18	9.2	28.2	1.34	-33.9	5.2	-13.8
O=C(C1=C[C@@H](c2coc3ccccc3c2=O)C[C@@H](OCCCCO)O1)N1CCOCC1	-10.8	-6.5	1.06	-8.0	13.7	1.1	-10.3	-11.7	-5.8
CCOc1ccc(N(CC(=O)N2CCN(c3ccccc3F)CC2)S(=O)(=O)c2c(C)noc2C)cc1	6.3	-6.5	1.06	11.6	11.8	1.05	-4.9	13.7	22.0

New compounds follow.
smiles	ATG4B inhibitor	mIAP inh	mIAP activ	TIM10 inh	NLRP3 yeast inh	hIAP activ	hIAP block	tim10-1 inh	Apaf-1 inh
C=CCNC(=S)N1CCC(C(=O)c2ccc(Cl)cc2)CC1	0.3	8.2	0.918	19.7	-2.9	1.26	-26.3	20.9	6.0
O=CNCCCc1nc2ccccc2n1Cc1ccccc1	2.4	15.0	0.85	16.3	8.5	0.96	4.0	6.9	-0.3
COc1ccccc1CNC(=S)Nc1ccc2nc(N3CCN(C)CC3)cc(C)c2c1	-8.3	-15.2	1.15	13.8	30.2	1.09	-8.7	1.6	2.3
CSc1ccccc1OC1CCN(Cc2ccccc2)CC1	7.5	-2.5	1.02	-1.1	10.8	0.998	0.2	24.0	-11.8
CCOC(=O)C1=C(C(C)=O)C(c2cccnc2)C(C#N)=C(N)O1 (stereo not given)	-3.9	7.9	0.921	0.3	-4.8	0.991	1.0	12.7	-2.0
O=C(Cc1ccc(Cl)cc1)Nc1ccccn1	-3.5	-13.1	1.13	-3.4	-12.8	1.04	-4.1	21.5	5.8
COc1ccccc1-n1c(-c2ccccc2)n[nH]c1=S	-0.6	-4.1	1.04	23.6	8.0	1.02	-1.8	13.8	-7.4
CC(C)C[C@H]1CN=C(N(C)C)N1CC1CCCC1	-4.2	4.4	0.956	1.0	3.6	0.858	14.2	-0.4	-0.9
O=C(Oc1ccc(-c2ccccc2)cc1)N1CCCCC1	16.6	-3.9	1.04	-0.7	45.8	1.1	-10.5	1.3	6.5
C#CCNC(=O)C1=C[C@H](c2ccc(C(F)(F)F)cc2)C[C@H](OCc2ccc(CO)cc2)O1	-4.3	7.2	0.928	10.9	14.7	0.864	13.6	6.1	10.0

Further results follow.
smiles	ATG4B inhibitor	mIAP inh	mIAP activ	TIM10 inh	NLRP3 yeast inh	hIAP activ	hIAP block	tim10-1 inh	Apaf-1 inh
COc1ccc(C(c2nnnn2Cc2cccs2)N2CCN(c3ccccc3)CC2)cc1OC (stereo not given)	-23.0	-22.5	1.23	7.5	7.8	1.08	-7.7	35.5	15.8
Cc1ccc(C(=O)CNc2cccc(Cl)c2)cc1	-6.5	0.4	0.996	11.8	26.6	1.21	-21.0	11.2	0.7
CCC(C(=O)NC1CCCCCC1)c1ccccc1 (stereo not given)	-5.7	-8.0	1.08	21.9	5.9	1.1	-10.0	21.2	-12.0
CC(=O)NC(Cc1c[nH]c2ccccc12)C(=O)OCC(=O)N1CCCCCC1 (stereo not given)	2.8	0.1	0.999	-2.3	5.7	1.19	-19.4	-9.7	-2.4
O=C(CSc1nnc(NC(=O)c2cccc(F)c2)s1)NC1CC1	-0.9	7.3	0.927	-2.0	9.3	0.875	12.5	-10.2	0.4
CCOC(=O)C1CCN(Cc2cn(C)nc2-c2ccc(Oc3ccccc3)cc2)CC1	-2.4	6.8	0.932	10.3	20.0	0.971	2.9	0.9	10.0
O=C(CCC1CCCC1)NNC(=O)c1cc2ccccc2cc1O	25.2	34.5	0.655	19.6	16.2	1.67	-66.9	-5.4	19.1
CCOc1cc(C#N)c(NC(=O)c2ccnn2C)cc1OCC	4.5	14.4	0.856	5.1	17.6	0.939	6.1	-1.6	-4.5
O=C(CN1CCOCC1)N/N=C/c1cccc2ccccc12	-7.3	2.2	0.978	-10.3	8.6	1.42	-41.6	-9.4	-8.7
COc1ccc(N2C(=O)CCC(C(=O)O)C2c2ccc(OC)c(OC)c2)cc1 (stereo not given)	-0.7	-11.2	1.11	-6.6	-2.6	0.9	10.0	-3.3	5.2

Remaining list, next part:
smiles	ATG4B inhibitor	mIAP inh	mIAP activ	TIM10 inh	NLRP3 yeast inh	hIAP activ	hIAP block	tim10-1 inh	Apaf-1 inh
CC(NC(=O)Cn1cnc2c1c(=O)n(C)c(=O)n2C)c1ccccc1 (stereo not given)	1.0	2.0	0.98	-3.1	14.2	0.867	13.3	-9.8	-4.2
Cc1cc(N2CCN(c3ccccc3Cl)CC2)n2cc(-c3ccccc3)nc2n1	16.7	-3.7	1.04	38.0	-14.0	0.901	9.9	41.5*	15.1
CCOC(=O)C1=c2s/c(=C\c3cccnc3)c(=O)n2C(N)=C(C(=O)OC)C1c1cccnc1 (stereo not given)	-11.1	-4.5	1.04	34.3	1.7	0.969	3.0	34.9	3.5
CCOC(=O)C1=C2N(C)c3ccccc3N2CCC1=O	-5.1	-3.2	1.03	0.4	4.2	0.794	20.6	1.7	-8.5
O=C(O)c1ccc(N2C(=O)Nc3ccccc3N2O)cc1	0.2	-1.0	1.01	5.0	2.4	1.03	-3.0	-12.5	-6.2
CCn1c(SCc2nc(-c3ccccc3)no2)nnc1-c1ccco1	-9.9	-10.6	1.11	-0.7	10.9	0.881	11.9	21.6	1.9
COc1ccccc1CNC(=O)c1ccc(OC(C)C)cc1	3.4	0.5	0.995	-2.0	27.7	0.897	10.3	13.4	-1.8
O=C(NC1CC(=O)N(c2cccc(F)c2)C1)C(=O)c1c[nH]c2ccccc12 (stereo not given)	6.3	2.4	0.976	96.5*	-4.5	0.962	3.8	-3.6	9.8
Cc1cc2n(n1)C(c1ccccc1Cl)Nc1ccccc1-2 (stereo not given)	0.4	-1.9	1.02	32.7	-30.4	0.795	20.5	32.4	-0.2
CC(C)Cn1c(SCc2nnc(-c3cccs3)o2)nc(O)cc1=O	-3.7	0.4	0.996	6.8	9.0	0.975	2.5	10.4	11.5

Continuation:
smiles	ATG4B inhibitor	mIAP inh	mIAP activ	TIM10 inh	NLRP3 yeast inh	hIAP activ	hIAP block	tim10-1 inh	Apaf-1 inh
CC(C)CC(=O)Nc1ccnn1C1CCN(C(=O)c2ccc(Cl)cc2F)CC1	-1.6	-9.2	1.09	4.1	11.7	0.97	3.0	11.7	2.1
CC(=O)Nc1cc(-n2cnnn2)ccc1C	-9.2	5.6	0.944	9.8	-2.9	1.09	-9.4	-14.2	-3.6
COc1ccc(-c2nc3c(c4nnc(SC(C)C(=O)Nc5ccc(C)cc5)n24)COC(C)(C)C3)cc1 (stereo not given)	7.8	6.4	0.936	9.8	5.6	0.923	7.7	33.7	8.0
Cc1ccc(N2CCN(Cc3ccccc3)CC2=O)c(C)c1	-0.5	-16.4	1.16	5.0	6.2	1.06	-5.9	-10.0	1.0
Nc1nc(SCc2ccc(F)cc2)ns1	-5.4	3.2	0.968	-27.4	17.8	1.06	-6.0	-1.4	2.9
COc1ccccc1NC(CC(=O)c1ccccc1)C(=O)OCC(=O)c1ccc(C)c(C)c1 (stereo not given)	16.0	-4.3	1.04	21.4	-33.8	1.08	-8.2	24.6	7.8
O=C(CCC1CCCN(C(=O)c2ccc3c(c2)OCCO3)C1)NCc1ccccc1F (stereo not given)	-18.6	-5.6	1.06	0.7	4.9	1.15	-14.9	9.7	4.7
CCCN1CNC(=S)N(c2cc(C)ccc2C)C1	1.0	-1.3	1.01	24.1	1.4	1.14	-14.1	28.1	11.6
Nc1ccc(CN2CCCCCC2)cc1	3.0	-1.6	1.02	-3.1	-0.8	1.03	-2.8	-4.9	2.2
O=C(Nc1nc2ccc(Cl)cc2s1)[C@@H]1CCCN1C(=O)c1cccs1	-3.2	6.0	0.94	30.9	2.2	0.928	7.2	35.2	19.8

New compounds follow:
smiles	ATG4B inhibitor	mIAP inh	mIAP activ	TIM10 inh	NLRP3 yeast inh	hIAP activ	hIAP block	tim10-1 inh	Apaf-1 inh
CC(=O)Nc1ccc(SC[C@H](Cc2ccccc2)N2CCN(CC(C)C)CCC2=O)cc1	-10.6	-0.7	1.01	12.1	7.2	1.01	-1.0	15.7	6.2
CCC1SC(=Nc2cccc(C)c2)NC1=O (stereo not given)	0.2	-0.4	1	4.9	14.4	1.01	-0.6	7.4	7.1
CCS(=O)(=O)c1ncc(Cl)c(C(=O)Nc2ccc(S(=O)(=O)N3CCC(C)CC3)cc2)n1	-0.1	11.5	0.885	-14.2	-0.7	0.984	1.6	41.6*	10.7
O=C(CSc1nccn1Cc1ccco1)Nc1ccccc1C(F)(F)F	1.2	3.2	0.968	4.0	11.8	0.87	13.0	9.6	-30.9
OC(CNCc1ccc(Cl)cc1)C(F)(F)F (stereo not given)	-4.3	-9.7	1.1	-7.0	11.4	1.05	-5.0	4.8	11.5
Cc1nnc(SCC(=O)NC2CCCC2)n1C(C)C	-5.5	6.4	0.936	-1.4	21.7	1.08	-7.7	-12.1	-7.5
Cc1ccc(NC(=O)CSCC(=O)N(C)CC(=O)Nc2ccccc2C(F)(F)F)cc1	-5.6	-11.4	1.11	3.3	4.1	1.08	-8.0	6.3	3.4
O=C(/C=C/c1ccc(-c2ccccc2[N+](=O)[O-])o1)c1ccco1	-1.1	10.9	0.891	47.7*	16.8	1.16	-16.4	55.3*	42.8*
Cc1cc(C(=O)CC#N)c(C)n1-c1ccc(OC(F)F)cc1	-9.2	13.0	0.87	1.4	12.2	0.879	12.1	14.2	7.3
COCC(=O)NC(C)c1nc2ccccc2[nH]1 (stereo not given)	1.5	7.4	0.926	13.9	13.7	1.06	-6.0	19.5	-0.5

Structural class: the compounds so far with a COOH group (2)
smiles	ATG4B inhibitor	mIAP inh	mIAP activ	TIM10 inh	NLRP3 yeast inh	hIAP activ	hIAP block	tim10-1 inh	Apaf-1 inh
COc1ccc(N2C(=O)CCC(C(=O)O)C2c2ccc(OC)c(OC)c2)cc1 (stereo not given)	-0.7	-11.2	1.11	-6.6	-2.6	0.9	10.0	-3.3	5.2
O=C(O)c1ccc(N2C(=O)Nc3ccccc3N2O)cc1	0.2	-1.0	1.01	5.0	2.4	1.03	-3.0	-12.5	-6.2

Screening results (PubChem)
